Source: PubChem (National Center for Advancing Translational Sciences (NCATS))
LmPK inhibitor = LmPK (Leishmania mexicana) enzyme inhibition. Potency, µM (doses to about 57.5 µM), for the others: top-dose activity change, negative = inhibition, usual class: inhibitors. purified LmPK, Kinase-Glo ATP luminescence, 1 h. 290,000 tested, 0.37% active. AID 1721; note: potency is the fitted concentration of half-maximal effect
Target sequence (Q27686 whole entry, looked up): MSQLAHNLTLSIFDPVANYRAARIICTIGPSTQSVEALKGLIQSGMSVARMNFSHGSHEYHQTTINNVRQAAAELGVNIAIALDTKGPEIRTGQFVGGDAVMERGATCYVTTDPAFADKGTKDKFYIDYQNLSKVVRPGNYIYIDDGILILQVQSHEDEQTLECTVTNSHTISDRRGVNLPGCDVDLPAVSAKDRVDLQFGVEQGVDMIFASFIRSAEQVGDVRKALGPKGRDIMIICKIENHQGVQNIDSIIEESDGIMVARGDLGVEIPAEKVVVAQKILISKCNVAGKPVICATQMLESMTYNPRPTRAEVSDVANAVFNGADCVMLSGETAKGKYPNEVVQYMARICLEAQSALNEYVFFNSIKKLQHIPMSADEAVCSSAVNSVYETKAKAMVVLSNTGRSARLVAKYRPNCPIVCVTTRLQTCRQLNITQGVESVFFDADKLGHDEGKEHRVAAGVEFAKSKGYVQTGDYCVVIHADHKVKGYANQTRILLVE
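0.1 nM LmPK, 0.5 mM PEP, 0.1 mM ADP; 50 mM imidazole pH 7.2, 7 mM MgCl2, 50 mM KCl; 1 h RT. Kinase-Glo luminescence readout, normalized to no-enzyme (full inhibition) and uninhibited wells.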
AmpC inh no detg = AmpC beta-lactamase inhibition without detergent | AmpC nitrocefin hydrolysis, absorbance 480 nm, 0.0001% Triton | Potency, µM (top dose mostly 57.1 µM), inactives show at the highest dose activity change, negative = inhibition, most hits filed as inhibitors | 330,000 tested, 0.52% active | AID 485341;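 note: potency is the fitted concentration of half-maximal effect; plate controls were no compound for no effect and no enzyme for full effect; nearly all actives have a fitted effect of over 20% in size; some results filed as inactive show a strong effect at the top dose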
Target sequence (P00811 whole entry, looked up): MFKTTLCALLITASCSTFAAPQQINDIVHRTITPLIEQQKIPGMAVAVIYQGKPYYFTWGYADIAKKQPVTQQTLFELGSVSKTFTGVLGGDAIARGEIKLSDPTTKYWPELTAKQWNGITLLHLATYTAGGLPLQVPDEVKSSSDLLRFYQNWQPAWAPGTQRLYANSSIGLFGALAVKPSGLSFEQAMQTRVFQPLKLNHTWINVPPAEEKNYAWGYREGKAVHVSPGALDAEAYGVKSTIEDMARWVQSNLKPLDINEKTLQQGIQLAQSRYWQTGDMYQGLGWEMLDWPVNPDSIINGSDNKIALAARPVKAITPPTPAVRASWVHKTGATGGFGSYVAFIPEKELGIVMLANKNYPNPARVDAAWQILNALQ
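20 mM phosphate pH 7.0 + 0.01% (detergent screen) or 0.0001% Triton X-100; 5.3 nM AmpC reagent; cpd preinc 15 min RT; nitrocefin (800 uM stock) to start; A480 q20 s × 4 min; Activity was normalised to no-enzyme and no-compound control wells.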
Tb PYK inh = inhibitors of Trypanosoma brucei pyruvate kinase | Potency, µM (series often up to 76.8 µM), for the others: at the highest dose activity, negative = inhibition, most hits filed as inhibitors | TbPYK enzyme, Kinase-Glo Plus ATP luminescence, 45 min | 410,000 tested, 0.12% active; note: potency is the fitted concentration of half-maximal effect; nearly all actives have a fitted effect of over 50% in size
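Activity of T. brucei pyruvate kinase was followed by Kinase-Glo Plus luminescence after the enzyme reacted 45 min at room temperature with 130 uM ADP (final) and substrate. Test compounds were added before ADP at multiple concentrations.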
HCMV inh = human cytomegalovirus inhibition. 410,000 tested, 4.5% active. AID 1259415. HFF cells, HCMV-luciferase reporter, 72 h; active compounds read low. activity change, negative = inhibition, % at 57.5 µM; in the data active = activity change below about -60%; inconclusive = no clear call, values can overlap the other calls; inactive = above about -39%
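HFF cells seeded 16 h at 37C, treated with compounds, infected with luciferase-reporter HCMV at MOI 1 PFU/cell; luciferase read at 72 h post infection, normalized to buffer-only and Salinomycin controls.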
AMA1-RON2 inh = disrupts binding of P. falciparum AMA1 to RON2; Potency, µM (doses to about 58.2 µM), without a hit: top-dose activity change, negative = inhibition, actives largely listed as inhibitors; 360,000 tested, 0.2% active; AID 720542; AlphaScreen AMA1-biotinylated RON2 peptide binding;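 note: potency is the fitted concentration of half-maximal effect; 0% = vehicle wells and -100% = peptide control; nearly all actives have a fitted effect of over 45% in size; some results filed as inactive show a strong effect at the top dose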
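AMA1 (3D7) with his tag at 25 nM final met compounds first, then biotinylated RON2 peptide at 25 nM; detection used donor plus acceptor beads, 10 µg/mL apiece, read by AlphaScreen after 30 min at room temperature.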
HCV inhibitor = inhibitors of hepatitis C virus infection; AID 651820; Potency, µM (doses to about 41.8 µM), for inactives: at the highest dose activity change, negative = inhibition, usual class: inhibitors; 340,000 tested, 3.4% active; Huh7.5.1 HCVcc-Cre infection, luciferase reporter, 44 h; note: potency is the fitted concentration of half-maximal effect
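Cells (1,000/well) were plated 4 h before compound, then infected with HCVcc-Cre virus (~0.5 moi). After 44 h further culture, infection was read as luciferase luminescence following a 15 min substrate incubation at room temperature.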
AmpC inh detg = AmpC beta-lactamase inhibition with detergent present | AmpC hydrolysis of nitrocefin, absorbance 480 nm, 0.01% Triton | Potency, µM (doses to about 114 µM), inactives show top-dose activity change, negative = inhibition, usual class: inhibitors | 370,000 tested, 0.041% active;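 note: potency is the fitted concentration of half-maximal effect; 0% = no-compound wells and -100% = no-enzyme wells; nearly all actives have a fitted effect of over 25% in size; some results filed as inactive show a strong effect at the top dose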
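20 mM phosphate pH 7.0 + 0.01% (detergent screen) or 0.0001% Triton X-100; 5.3 nM AmpC reagent; cpd preinc 15 min RT; nitrocefin (800 uM stock) to start; A480 q20 s × 4 min; Activity was normalised to no-enzyme and no-compound control wells.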
* marks the source's active call; other numbers are inactive results; ? = inconclusive; . = no result given; & = joins results of further samples; [ ] = dose if it differs, or a comment. Unless noted, calls come from the whole dose curve; as a rule, active = well fitted curve in the direction sought with a large enough effect; inconclusive = small, poorly fitted or top-dose-only effect, or another doubt; inactive = no such curve, though single readings can be large; an effect the other way counts as inactive or inconclusive. Unless noted, % is set by controls: 0 for no effect and ±100 for the full control effect. Outcome played no part in choosing rows, and some 7.5% of all compounds hit somewhere here.

entry	mol	LmPK inhibitor	AmpC inh no detg	Tb PYK inh	HCMV inh
1	CCOC(=O)C1(c2ccccc2)CCN(CC(=O)Nc2ccc(C)cc2)CC1	5%	37%	2%	-16
2	CN(C)S(=O)(=O)N(CC(=O)Nc1cccc(F)c1)c1ccccc1	14%	-4%	1%	20
3	Cc1[nH]n(-c2ccc(C(=O)O)cc2)c(=O)c1CCO	5%	-7%	-12%	6
4	O=C(NCC(c1cccs1)N1CCOCC1)c1cc(-c2ccc(F)cc2)nc2ccccc12 (stereo unspecified)	1%	1%[11.4 µM]	-21%	20
5	NC(=O)N/N=C/c1coc2ccc(O)cc2c1=O	-3%	-21%	-2%	-26
6	COC(=O)Nc1cc(C)nc2ccccc12	-1%	-9%	0%	30
7	N#Cc1cc(S(=O)(=O)c2ccc(Cl)cc2)c(N)[nH]c1=O	7%	-26%	7%	?
8	C=CCSc1nnc(-c2ccc([N+](=O)[O-])cc2)o1	-10%	-21%	-21%	7
9	C/C(=N\NC(=O)c1ccc(CSc2nncn2C)cc1)c1cccs1	2%	-4%	-3%	-17
10	Cc1cccc(C(=O)Oc2ccc(/C=N/NC(=O)c3ccc(O)cc3)cc2)c1	8%	14µM*	7%	11

entry	AMA1-RON2 inh	HCV inhibitor	AmpC inh detg
1	0%	?	0%
2	3%	8%	-1%
3	-5%	8%	?
4	-26%	7.1µM*	-9%
5	6%	16%	-4%
6	0%	-27%	0%
7	-6%	5%	4%
8	-9%	-3%	0%
9	39%[activator]	-4%	-8%
10	24%	13%	-2%

Entries from the list above containing an aryl thioether with sulfur outside any ring (2):
entry	mol	LmPK inhibitor	AmpC inh no detg	Tb PYK inh	HCMV inh
8	C=CCSc1nnc(-c2ccc([N+](=O)[O-])cc2)o1	-10%	-21%	-21%	7
9	C/C(=N\NC(=O)c1ccc(CSc2nncn2C)cc1)c1cccs1	2%	-4%	-3%	-17

entry	AMA1-RON2 inh	HCV inhibitor	AmpC inh detg
8	-9%	-3%	0%
9	39%[activator]	-4%	-8%

(list continues)
entry	mol	LmPK inhibitor	AmpC inh no detg	Tb PYK inh	HCMV inh
11	CC(C)(C)n1nnnc1C(c1cc2cc3c(cc2[nH]c1=O)OCCO3)N1CCSCC1 (stereo unspecified)	1%	-14%	-2%	9
12	COc1ccc(CCNC(=O)c2ccccc2SC)cc1	-1%	-12%	8%	?
13	Clc1ccc(-c2nnc(-c3ccc(Br)cc3)c(N3CCSCC3)n2)cc1	0%	-23%	-10%	-28
14	COC(=O)c1ccc(NC(C(=O)OC)C(C)C)c([N+](=O)[O-])c1 (stereo unspecified)	8%	1%	-1%	-22
15	CCCCn1c(SCC(=O)Nc2cc(C)on2)nnc1-c1ccncc1	1%	-4%	1%	-19
16	Cc1cccc2cc(-c3nc4c(C)cccn4c3NCc3ccco3)c(=O)[nH]c12	13%	-16%	-4%	-36
17	COC(=O)c1sccc1S(=O)(=O)N(CC(=O)NCc1ccccc1)c1ccc(C)cc1	.	.	1%	23
18	COc1ccc(CC(=O)OCC(=O)N2c3ccccc3CC2C)cc1OC (stereo unspecified)	.	.	-2%	44
19	Cc1ccc(C(CC(=O)NCc2ccco2)c2ccccc2)c(O)c1 (stereo unspecified)	-2%	-31%	-13%	-7
20	CCOC(=O)C1=C(COC(=O)CCc2ccc(CC)cc2)NC(=O)NC1C (stereo unspecified)	.	20%	-13%	-15

entry	AMA1-RON2 inh	HCV inhibitor	AmpC inh detg
11	-1%	5%	?
12	2%	0%	1%
13	-15%	-16%	4%
14	-9%	?	-4%
15	5%	-5%	0%
16	-5%	-9%	3%
17	.	.	13%
18	-8%	.	.
19	10%	-11%	-6%
20	10%[11.6 µM]	-7%	-17%

Gathered by group, the entries above containing a Cl atom (2)
entry	mol	LmPK inhibitor	AmpC inh no detg	Tb PYK inh	HCMV inh
7	N#Cc1cc(S(=O)(=O)c2ccc(Cl)cc2)c(N)[nH]c1=O	7%	-26%	7%	?
13	Clc1ccc(-c2nnc(-c3ccc(Br)cc3)c(N3CCSCC3)n2)cc1	0%	-23%	-10%	-28

entry	AMA1-RON2 inh	HCV inhibitor	AmpC inh detg
7	-6%	5%	4%
13	-15%	-16%	4%

Compounds listed so far that have a thiophene ring, fused or not (three):
entry	mol	LmPK inhibitor	AmpC inh no detg	Tb PYK inh	HCMV inh
4	O=C(NCC(c1cccs1)N1CCOCC1)c1cc(-c2ccc(F)cc2)nc2ccccc12 (stereo unspecified)	1%	1%[11.4 µM]	-21%	20
9	C/C(=N\NC(=O)c1ccc(CSc2nncn2C)cc1)c1cccs1	2%	-4%	-3%	-17
17	COC(=O)c1sccc1S(=O)(=O)N(CC(=O)NCc1ccccc1)c1ccc(C)cc1	.	.	1%	23

entry	AMA1-RON2 inh	HCV inhibitor	AmpC inh detg
4	-26%	7.1µM*	-9%
9	39%[activator]	-4%	-8%
17	.	.	13%

New compounds follow
entry	mol	LmPK inhibitor	AmpC inh no detg	Tb PYK inh	HCMV inh
21	Cc1ccc(NC(=O)CCNS(=O)(=O)c2ccc(Br)s2)cc1	-3%	-29%	1%&2%	44&-16
22	CSc1ccccc1NC(=O)CN(c1cccc(C)c1)S(C)(=O)=O	-2%	43%	2%	53
23	CCCCn1c(N)c(N(CC(C)C)C(=O)COC(=O)Cc2c(C)nc3ccccc3c2C)c(=O)[nH]c1=O	-3%	176%[activator]	-18%	-7
24	Cc1cc2c(c(=O)n1Cc1ccco1)C(c1cccnc1)C(C#N)=C(N)O2 (stereo unspecified)	-1%	-3%	-9%	-2
25	CCC(OC(=O)c1ccco1)C(=O)NCc1ccco1 (stereo unspecified)	-1%	14%	1%	6
26	CCCn1c(-c2cccs2)nc2c1c(=O)[nH]c(=O)n2Cc1ccccc1	10%	-11%	5%	13
27	O=c1[nH]ncc(N/N=C/c2ccccc2)c1Cl	-4%	-2%	-5%	89
28	C=CCOc1cc(OC)c(OC)c(OC)c1	-2%	1%	2%	-35
29	COc1ccc(Cc2noc(CN3CCN(c4ccc(Cl)cn4)CC3)n2)cc1OC	6%	226%[activator]	-1%	-32
30	Cc1c(C(=O)NC(=S)Nc2cccnc2)cccc1[N+](=O)[O-]	-6%	-9%	4%	-14

entry	AMA1-RON2 inh	HCV inhibitor	AmpC inh detg
21	-12%	?	?
22	0%	1%	-2%
23	-11%	11%	-9%
24	3%	20%	-5%
25	3%	10%	?
26	15%	?	2%
27	-2%	15%	-4%
28	0%	-4%	1%
29	-25%	?	0%
30	2%	18%	-1%

(more compounds)
entry	mol	LmPK inhibitor	AmpC inh no detg	Tb PYK inh	HCMV inh
31	OCC[C@H]1NCc2cc(CO)cc(-c3ccccc3)c21	.	.	-2%	-1
32	Cc1nc2c(C#N)cnn2c2c1CCNN2C	-1%	-2%[2.29 µM]	-2%	-22
33	CCOC(=O)c1ccccc1NC(=O)c1sc2nc3n(c(=O)c2c1C)CCCCC3	.	.	1%	1
34	Cn1c(SCC(=O)c2cccs2)nnc1-c1ccco1	1%	-10%	?	19
35	NC(=O)CSc1ccc(Br)cc1	-1%	-19%	-19%	62
36	Cc1c(Cl)cccc1NC(=O)CC1Sc2ccccc2NC1=O (stereo unspecified)	-6%	-9%	-3%	-22
37	COc1cccc(CNCc2c(C(=O)O)c(C)n(Cc3ccc(F)cc3Cl)c2C)c1OC	.	.	-1%	21
38	CCOc1cccc(/C=N/Nc2ccc(S(=O)(=O)N(CC)CC)cn2)c1O	-1%	-19%	10%	-100*
39	O=[N+]([O-])c1cc(C(F)(F)F)ccc1Cl	.	-8%	1%	-69*
40	Cn1c(=O)c2c(nc(NCCNC(=O)c3ccco3)n2Cc2ccccc2Cl)n(C)c1=O	2%	-9%	1%	38

entry	AMA1-RON2 inh	HCV inhibitor	AmpC inh detg
31	-19%	?	.
32	-2%	-4%	-2%
33	.	.	0%
34	0%	14%	-7%
35	3%	4%	-3%
36	-2%	-10%	1%
37	.	.	22%
38	42%[activator]	?	?
39	11%	?	-2%
40	10%	-2%	1%

Following part:
entry	mol	LmPK inhibitor	AmpC inh no detg	Tb PYK inh	HCMV inh
41	Cc1ccc(CNC(=O)c2sc3nc4n(c(=O)c3c2C)CCCCC4)cc1	.	.	?	-10
42	CC(=O)N1CCN=C1SCc1ccc(Cl)cc1	0%	0%	-6%	6
43	CN(C)CCOCCP(=O)(c1ccccc1)c1ccccc1	3%	-6%	3%	?
44	CCCOc1ccc(C(=O)Nc2cccnc2)cc1	-7%	-14%	2%	55
45	CCOc1ccc(NC(=O)CC2C(=O)N(c3ccccc3)C(=O)N2C2CCCC2)cc1 (stereo unspecified)	.	.	-2%	-6
46	C/C(=N/OC(=O)c1ccc(C)cc1)c1cccs1	10µM*	0%	?	-23
47	CSc1nc(=O)n2cccc(C)c2n1	0%	-12%	3%	23
48	CC(C)N(Cc1ccccc1)C(=O)COC(=O)c1ccc(S(=O)(=O)N2CCOCC2)cc1	.	-6%	-6%	-24
49	CCCCCCN1CC(=O)N2Cc3[nH]c4ccccc4c3C[C@H]2C1=O	3%	42%	4%	-21
50	COc1ccc(OC)c(Nc2ccc(Nc3cc(OC)ccc3OC)nn2)c1	1%	-20%	-3%	-86*

entry	AMA1-RON2 inh	HCV inhibitor	AmpC inh detg
41	.	.	7%
42	-4%	2%	?
43	7%	21%	-10%
44	6%	-12%	-14%
45	.	.	25%
46	0%	9%	3%
47	28%	4%	-5%
48	15%	15%	.
49	-3%	-13%	5%
50	?	?	3%

Other results:
entry	mol	LmPK inhibitor	AmpC inh no detg	Tb PYK inh	HCMV inh
51	Cc1nn(-c2cc(C)c3ccccc3n2)c2c1C1C(C2)C1(C)C (stereo unspecified)	1%	-26%	0%	?
52	Cc1nn(-c2ccccc2)c(-c2ccccc2[N+](=O)[O-])c1C(=O)O	3%	-15%	2%	29
53	Cc1ccc(NC(=S)NCC2CCN(C(C)c3ccccc3)C2)cc1 (stereo unspecified)	-2%	-11%	-8%	0
54	CC(C)(C)C(=O)OC1=CN(Cc2ccccc2)S(=O)(=O)c2ccccc21	.	.	1%	-18
55	O=C(Nc1ccc2nc(SCC(=O)N3CCc4ccccc43)sc2c1)c1ccccc1	.	.	6%	41

entry	AMA1-RON2 inh	HCV inhibitor	AmpC inh detg
51	18%	-23%	?
52	-18%	-10%	-6%
53	-1%	-13%	1%
54	.	.	22%
55	.	.	18%
